STAT3 act = increases IL-6 driven STAT3 reporter signal; AID 871; 0.91% of 190,000 active; activation (% of control), % at 5.6 µM; U3A cells, IL-6 STAT3-luciferase reporter, luminescence; 100% = signal with IL-6 EC80 alone;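 active means activation above the screen-wide mean of compound activation plus 3 SD, cut at about 130% in these data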;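 further: 0% = background luminescence of wells with medium and substrate only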
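Material: STAT1-lacking human U3A cells, STAT3 luciferase reporter | Benchmarks: IL-6-only wells as 100% reference | Probe or stimulus: IL-6 (33 ng/mL) | Timing: Compound 1 h, then IL-6 6 h at 37 °C | Detection: Luminescence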
DTT redox prof = compounds producing H2O2 with reducing agent – biochemical, NIH compound library profiling, artefact control for MLSCN library redox annotation, primary screen. activation, % at 10 µM. DTT-dependent redox cycling H2O2, phenol red/HRP absorbance; 100% = 100 µM peroxide control, 0% = buffer. 0.03% of 200,000 active;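 active means activation of at least 50% relative to the plate's high and low controls in the primary single-dose screen; inactive means activation below 50%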;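 further: compound incubated with DTT at 0.8 mM final as the reducing agent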
APP 5'UTR act = activates APP 5'UTR luciferase reporter. 1% of 190,000 active. activation, % at 2 µM. SH-SY5Y APP 5'UTR luciferase reporter, luminescence; zero percent = DMSO vehicle wells;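 active means activation above a set limit, based on mean plus 3 SD of controls, cut at about 140% in these data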; further: values of inactives mirror those of a sister screen read the other way
STAT1 activator = activators of IFN-gamma induced STAT1 signaling. NIH 3T3 STAT1-luciferase reporter, luminescence; 100% = IFN-gamma alone, no compound. 2.6% of 200,000 active. activation (% of control), % at 5.5 µM;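 active means activation above the screen-wide mean activation plus 3 SD, cut at about 130% in these data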;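 further: raw ratio to IFN-gamma control signal so 100% means no change and 0% no light; values of inactives mirror those of a sister screen read the other way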
HMGR II inh = E. faecalis class II HMG-CoA reductase inhibition; purified E. faecalis HMGR, NADPH absorbance 340 nm kinetic; inhibition, % at 10 µM; 0.41% of 190,000 active; AID 1066;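 active means inhibition above a set limit, the median over all tested compounds plus 3 SD, cut at about 9.5% in these data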;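 further: enzyme runs in reverse so mevalonate oxidation gives rising NADPH absorbance; 0% = complete reaction with DMSO and 100% = background rate lacking mevalonate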
NF-kB neuron act = NF-kB expression increase, human neuronal cells; NF-kB reporter expression; stronger effect = higher value; fold change at 12.5 µM; 1.6% of 190,000 active; in the data active means fold change above about 3.3
STAT1 blocker = inhibitors of IFN-gamma induced STAT1 signaling; inhibition, % at 5.5 µM; NIH 3T3 STAT1-luciferase reporter, luminescence; AID 920; 0.35% of 200,000 active;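 active means inhibition above a set limit, the mean inhibition across all tested compounds plus 3 SD, cut at about 34% in these data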;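 further: 0% = IFN-gamma with DMSO and 100% = IFN-gamma with 300 µM nifuroxazide; values of inactives mirror those of a sister screen read the other way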
STAT3 inh = STAT3 signaling inhibition; U3A cells, IL-6 STAT3-luciferase reporter, luminescence; host cell line lacks STAT1; inhibition, % at 5.5 µM; 0.89% of 190,000 active; AID 862;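 active means inhibition above the mean inhibition across all screened compounds plus 3 SD, cut at about 44% in these data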;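 further: 0% = DMSO only wells and 100% = 100 µM nifuroxazide control wells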
Hsp70 activator = transcriptional activators of Hsp70. HeLa Hsp70 promoter luciferase reporter, luminescence; scaled: vehicle 0, proteasome-inhibitor control 100%. activation, % at 10 µM. 0.04% of 200,000 active;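 active means activation above the mean across all tested compounds plus 3 SD, cutoff set per campaign, cut at about 5.5% in these data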;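 further: 100% = MG132 at 30 µM as the positive control and 0% = DMSO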
TLR4 MyD88 comp = inhibitors of human TLR4-MyD88 binding; O00206+Q99836; HeLa CL3-4 TLR4/MyD88 BLA complementation, FRET ratio; inhibition, % at 8.4 µM; 0.18% of 200,000 active; AID 861; in the data active means inhibition above about 25%;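 further: 0% = vehicle and 100% = reference inhibitor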
Target sequence (O00206 whole entry, looked up): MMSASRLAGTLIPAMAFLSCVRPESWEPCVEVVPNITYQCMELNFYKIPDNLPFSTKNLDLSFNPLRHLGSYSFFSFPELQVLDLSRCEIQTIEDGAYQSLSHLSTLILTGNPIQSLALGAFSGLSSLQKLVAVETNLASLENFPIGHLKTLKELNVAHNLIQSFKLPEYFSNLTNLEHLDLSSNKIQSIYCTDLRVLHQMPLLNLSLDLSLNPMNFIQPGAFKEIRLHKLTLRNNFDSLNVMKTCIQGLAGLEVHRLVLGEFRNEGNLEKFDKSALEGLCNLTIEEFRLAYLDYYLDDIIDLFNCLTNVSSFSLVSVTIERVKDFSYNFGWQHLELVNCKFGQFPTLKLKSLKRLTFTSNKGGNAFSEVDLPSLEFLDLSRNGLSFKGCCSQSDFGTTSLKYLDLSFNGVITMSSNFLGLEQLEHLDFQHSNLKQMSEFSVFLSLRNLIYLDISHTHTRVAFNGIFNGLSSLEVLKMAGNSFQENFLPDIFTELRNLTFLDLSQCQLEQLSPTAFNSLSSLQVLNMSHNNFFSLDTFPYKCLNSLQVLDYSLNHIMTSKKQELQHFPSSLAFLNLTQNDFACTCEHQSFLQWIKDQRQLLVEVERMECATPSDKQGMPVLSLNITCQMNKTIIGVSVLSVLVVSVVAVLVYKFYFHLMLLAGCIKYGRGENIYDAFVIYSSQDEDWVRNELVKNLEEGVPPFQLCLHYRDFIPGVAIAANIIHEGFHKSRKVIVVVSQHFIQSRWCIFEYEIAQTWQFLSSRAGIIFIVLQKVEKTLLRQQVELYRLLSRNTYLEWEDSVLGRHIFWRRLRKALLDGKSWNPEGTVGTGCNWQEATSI
Target sequence (Q99836 whole entry, looked up): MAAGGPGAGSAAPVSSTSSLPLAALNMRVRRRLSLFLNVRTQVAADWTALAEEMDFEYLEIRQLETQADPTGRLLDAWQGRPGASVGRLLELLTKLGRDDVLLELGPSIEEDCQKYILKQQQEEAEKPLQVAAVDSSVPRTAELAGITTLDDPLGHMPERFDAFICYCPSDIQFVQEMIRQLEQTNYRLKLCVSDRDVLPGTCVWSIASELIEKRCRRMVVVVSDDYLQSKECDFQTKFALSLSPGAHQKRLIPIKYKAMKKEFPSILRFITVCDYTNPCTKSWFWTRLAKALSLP
An asterisk follows results filed as active; · = no result given. Compounds as they come. Share with any hit: about 5.6%.

smiles,STAT3 act,DTT redox prof,APP 5'UTR act,STAT1 activator,HMGR II inh,NF-kB neuron act,STAT1 blocker,STAT3 inh,Hsp70 activator,TLR4 MyD88 comp
CC(C#N)On1c(SC(C)C#N)nc2ccccc2c1=O (configuration not stated),108,0.1,13,101,2,1.1,-1,-4,-0.2,3
CCCn1c(CN2CCN(C)CC2)nc2ccccc21,111,0.1,-1,100,-1,1.1,0,-5,-0.5,-10
COc1cccc(S(=O)(=O)Nc2ccc(C(=O)N3CCCCCC3)cc2)c1,91,-0.1,-15,90,-3,0.69,10,20,-0.3,12
Cc1ccc2cc(/C=N/NC(=O)CN3CCOCC3)c(Cl)nc2c1,85,-1.4,7,104,0,0.94,-5,25,0.5,0
COc1ccccc1N1CCN(C(=O)/C=C/c2c(Cl)nc3ccccn23)CC1,102,0.7,21,93,1,0.4,6,3,-0.2,2
Cc1cc(NC(=O)c2ccccc2Cl)c(C(C)C)cc1O,100,1.8,-3,98,-3,1.1,2,0,-0.1,10
COc1ccc(C(=O)/C=C2/c3ccccc3CC(C)(C)N2C)cc1OC,101,-0.3,·,109,5,0.99,-10,-1,-0.1,9
COCCCNC(=O)c1ccc(CS(=O)(=O)c2ccc(Br)cc2)o1,94,-0.8,·,104,0,1.1,-4,16,0.0,-8
CN(C)CCCCNCCCNC(=O)/C=N\O,100,0.1,2,102,0,1.2,-2,6,-0.1,8
CCCn1c(O)c(CN2CCCC(C)C2)c(C)c(C#N)c1=O (configuration not stated),99,3.0,2,99,-1,1,1,4,0.3,3
COc1ccccc1C(=O)NNC(=O)C(=O)NC(C)C,116,-1.0,19,105,1,1.6,-7,-17,0.1,5
Cc1cccc(N2CCN(C(=O)c3ccncc3)CC2C)c1 (configuration not stated),101,1.9,1,97,1,1.3,3,2,-0.6,5

Further compounds.
smiles,STAT3 act,DTT redox prof,APP 5'UTR act,STAT1 activator,HMGR II inh,NF-kB neuron act,STAT1 blocker,STAT3 inh,Hsp70 activator,TLR4 MyD88 comp
Cc1ccc(N(C(=O)CNC(=O)c2ccco2)C(C(=O)NCC2CCCO2)c2ccccc2)cc1 (configuration not stated),99,-2.2,4,98,1,1,4,6,-0.1,5
O=P(O)(O)c1ccccc1OCCOCCOCCOCCOc1ccccc1P(=O)(O)O,106,-0.3,32,126,-4,1.7,-29,5,0.0,3
CC(=O)NCCC1CCCCN1Cc1nc(Cc2cccc(C(F)(F)F)c2)no1 (configuration not stated),112,-0.3,3,104,-2,·,-6,-8,-0.3,-12
CCOC(=O)N1CCC(NC(=O)Cn2nc(-c3ccccc3)ccc2=O)CC1,103,-1.8,-4,99,-2,0.98,2,1,-0.3,6
O=C(C1=C[C@@H](c2ccc(Br)cc2)C[C@@H](OCc2ccc(CO)cc2)O1)N1CCN(Cc2ccc3c(c2)OCO3)CC1,·,-1.0,-20,96,-1,0.61,6,·,-0.1,8
CCOc1cc(C(=O)OCC(=O)Nc2c(C)cccc2C)ccc1OCC(=O)N1CCOCC1,102,0.2,26,104,-1,1.1,-5,2,-0.3,0
COc1ccc(CNC(=O)Nc2cccc(C)c2)cc1,106,1.8,75,114,-2,2.1,-16,2,-0.2,-12
O=C(Nc1ccc2oc(-c3ccccc3F)nc2c1)c1ccc2c(c1)OCCO2,88,-0.8,25,103,-1,1.2,-3,18,0.1,3
COCCNc1oc(-c2ccc(F)cc2)nc1C#N,101,1.6,13,110,4,1.8,-11,2,1.2,13
COc1ccccc1S(=O)(=O)CC(O)COc1ccc(C#N)cc1 (configuration not stated),101,-0.4,-14,91,4,1.2,8,0,-0.3,2
Cc1ccc(-c2nc(-c3ccccc3)no2)cc1,55,0.4,132,148*,-5,10*,-35,55*,-0.1,1
O=C(CCc1ccccc1)Nc1ccc(F)cc1F,98,-4.7,-47,109,-8,1.8,-10,4,0.1,4

Other records:
smiles,STAT3 act,DTT redox prof,APP 5'UTR act,STAT1 activator,HMGR II inh,NF-kB neuron act,STAT1 blocker,STAT3 inh,Hsp70 activator,TLR4 MyD88 comp
O=C(NN=C1CCCCCCC1)c1ccc(F)cc1,102,-0.7,32,102,3,1.5,-4,2,-0.2,6
C=CCN(CC(=O)Nc1c(C)cccc1CC)C(=O)SCCC,100,0.2,1,102,2,0.91,-3,6,0.0,10
COc1ccccc1CN1CCNC(=O)C1CC(=O)NCCOc1cccnc1 (configuration not stated),105,-0.7,12,101,-1,1.3,-3,-1,-0.5,-14
Cc1cc(N/N=C/c2ccco2)c2ccccc2n1,108,-0.3,-1,105,-2,1.4,-7,-2,-0.1,8
COc1ccc(/C=N/OCC(=O)Nc2ccc3c(c2)OCO3)c(OC)c1,96,-0.7,23,94,-5,1.2,6,12,0.5,-7
Cc1nnc(N/N=C/c2cccc(OCc3ccc(Cl)c(Cl)c3)c2)n1N,113,0.3,36,140*,0,0.99,-44,-21,0.3,1
COc1ccc(C(=O)COC(=O)COc2ccc(C)c(C)c2)cc1,97,0.0,9,106,0,1.2,-7,5,-0.3,4
Cc1ccc(NC(=O)C2CCCN2C(=O)NC2CCCCC2)cc1C (configuration not stated),103,0.1,3,102,-2,1.1,-3,8,0.3,-1
O=C(COc1ccccc1)N1N=C(c2cccnc2)CC1(O)C(F)(F)F (configuration not stated),102,-0.3,7,102,-2,1.3,0,-5,-0.3,-18
C=CCOC(=O)CCCC(=O)NC1CCCCC1,102,0.2,2,106,-7,1.1,-7,0,0.0,4
Cc1oc(-c2cccs2)nc1CN1CCC(C(=O)N2CCCC2)CC1,108,-0.8,7,104,-5,0.99,-5,-4,-0.3,17
CC(C(=O)NC1CCCC1)N(C(=O)c1snc(C(N)=O)c1N)c1ccc2c(c1)OCCO2 (configuration not stated),100,2.1,-20,101,1,1.2,-1,5,0.2,10

Additional records
smiles,STAT3 act,DTT redox prof,APP 5'UTR act,STAT1 activator,HMGR II inh,NF-kB neuron act,STAT1 blocker,STAT3 inh,Hsp70 activator,TLR4 MyD88 comp
O=C(COC(=O)Cc1ccc(S(=O)(=O)N2CCOCC2)s1)NCc1ccccc1,96,0.6,5,94,0,1.2,6,10,-0.3,-2
CSc1nnc(C2CCCN2)n1C (configuration not stated),107,-0.3,-8,106,3,0.85,-7,-1,-0.3,1
CC(=O)N/C(=C/c1ccc(Cl)cc1)C(=O)NCCc1c[nH]c2ccccc12,110,-3.6,-5,103,-8,0.88,-3,-4,0.0,13
Cc1cccc(C)c1NC(=S)Nc1ccc(Cl)c(Cl)c1,92,-0.6,8,82,-3,0.83,18,14,-0.2,-16
O=C(Nc1ccc(F)cc1)c1cc(Cl)sc1Cl,88,-0.4,21,116,-6,1,-19,18,-0.3,-18
CN(C)/C=N/S(=O)(=O)c1cccn1-c1ncc(C(F)(F)F)cc1Cl,106,-0.7,6,107,-2,1.1,-9,0,-0.3,1
Cc1ccc(NC(=O)c2ccccc2-c2ccc(C(F)(F)F)cc2)cc1S(=O)(=O)N1CCOCC1,107,0.8,5,101,1,0.68,-1,-8,-0.3,5
CC(C)(C)OC(=O)N1CCC(C(=O)N[C@@H](Cc2ccccc2)C(=O)O)CC1,96,0.1,-4,98,1,0.97,2,5,-0.4,1
O=C(Oc1cccc(/C=N/Nc2nc(N3CCOCC3)nc(N3CCOCC3)n2)c1)c1ccco1,99,-4.9,-17,109,-3,0.6,-10,6,-0.2,2
Cc1cc(NC(=O)CCC(=O)N(Cc2ccccc2)C2(C(=O)NC3CCCCC3)CCCC2)no1,105,-0.3,11,101,1,1.2,0,-3,0.1,-5
CCOC(=O)c1ccc(Oc2nc(OC)nc(N(C)C)n2)cc1,88,-2.1,2,100,1,1.1,2,19,0.1,-2
Oc1csc(Cc2nc(-c3ccc(-c4ccccc4)cc3)cs2)n1,117,-5.8,50,107,-7,1.1,-8,-12,0.5,-3

An excerpt of these results, with values under each structure:
Below each SMILES: STAT3 act	DTT redox prof	APP 5'UTR act	STAT1 activator	HMGR II inh	NF-kB neuron act	STAT1 blocker	STAT3 inh	Hsp70 activator	TLR4 MyD88 comp
> CC(C#N)On1c(SC(C)C#N)nc2ccccc2c1=O (configuration not stated)
    108	0.1	13	101	2	1.1	-1	-4	-0.2	3
> CCCn1c(CN2CCN(C)CC2)nc2ccccc21
    111	0.1	-1	100	-1	1.1	0	-5	-0.5	-10
> COc1cccc(S(=O)(=O)Nc2ccc(C(=O)N3CCCCCC3)cc2)c1
    91	-0.1	-15	90	-3	0.69	10	20	-0.3	12
> Cc1ccc2cc(/C=N/NC(=O)CN3CCOCC3)c(Cl)nc2c1
    85	-1.4	7	104	0	0.94	-5	25	0.5	0
> COc1ccccc1N1CCN(C(=O)/C=C/c2c(Cl)nc3ccccn23)CC1
    102	0.7	21	93	1	0.4	6	3	-0.2	2
> Cc1cc(NC(=O)c2ccccc2Cl)c(C(C)C)cc1O
    100	1.8	-3	98	-3	1.1	2	0	-0.1	10
> COc1ccc(C(=O)/C=C2/c3ccccc3CC(C)(C)N2C)cc1OC
    101	-0.3	·	109	5	0.99	-10	-1	-0.1	9
> COCCCNC(=O)c1ccc(CS(=O)(=O)c2ccc(Br)cc2)o1
    94	-0.8	·	104	0	1.1	-4	16	0.0	-8

(cont.)
smiles,STAT3 act,DTT redox prof,APP 5'UTR act,STAT1 activator,HMGR II inh,NF-kB neuron act,STAT1 blocker,STAT3 inh,Hsp70 activator,TLR4 MyD88 comp
COc1ccc(-c2nc(CN3CCN(c4ncnc5ccccc45)CC3)c(C)o2)c(OC)c1,80,0.0,-1,78,-2,0.54,24,28,-0.4,6
CCOC(=O)N1CCC(N2C(=O)c3ccccc3C2Nc2cccnc2)CC1 (configuration not stated),98,-0.8,6,69,-7,0.78,34*,3,0.3,-10
CCc1ccc(C(C(=O)NCc2ccc(OC)cc2)N(CCOC)C(=O)Cc2cccs2)cc1 (configuration not stated),106,1.9,8,92,0,0.77,9,3,-0.3,0
C(=N\N(c1ccccc1)c1ccccc1)/c1ccc2c(c1)OCO2,108,-2.6,-14,106,-1,1.1,-6,-5,0.0,-7
Cn1cnc2cc(OC(=O)c3ccccc3)ccc21,98,-0.1,-3,107,-10,1.2,-4,2,-0.3,-3
Cc1cc(OCCN2CCCC2)ccc1[N+](=O)[O-],106,-0.7,-8,89,0,1.4,12,-2,0.1,-6
Cc1cccc(OCCCC(=O)Nc2ccc(S(N)(=O)=O)cc2)c1,97,0.2,-9,95,-4,1,6,5,-0.1,0
O=C(CSc1ccc(-c2ccco2)nn1)NCCc1ccccc1,104,2.6,-7,81,-3,1,20,1,0.0,-2
OCC1(Cc2cccc(F)c2)CCN(Cc2ccc3cccc(F)c3n2)CC1,98,-0.3,9,108,-3,0.95,-10,5,-0.2,-3
Cc1cccc(C2c3[nH]c4ccccc4c3CCN2C(=O)c2cc(CC(C)C)nc(C)n2)n1 (configuration not stated),153*,-3.4,1,93,0,0.76,7,-42,-0.2,-2
CCN1C(=O)C2C(C1=O)N1C(c3cccs3)C3C(=O)N(CC)C(=O)C3N1C2c1cccs1 (configuration not stated),104,2.5,5,100,-5,1.1,0,6,-0.2,1
COc1ccc(N2CCc3c(C)nc4c(OC)cc(OC)cc4c32)c(OC)c1,99,-3.6,5,88,2,0.55,13,12,-0.3,-2
